Rpn11 block = blocks the human proteasome subunit Rpn11. calls only at 20 µM. human 26S proteasome, Ub4-pepOG fluorescence polarization; 20S core pre-blocked with epoxomicin. O00487. actives 0.59% (n = 360,000);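 active = inhibition at 20 µM, scaled to each plate's controls, above about 33%, limit read from the data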
eLon inh = E. coli protease La inhibition; P0A9M0; purified E. coli Lon protease, fluorescence polarization; inhibition, % at 7.94 µM; actives 0.42% (n = 360,000); AID 602123; in the data active = inhibition above about 13%, passing the limit was not always enough;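 also: 0% = enzyme with probe and DMSO and 100% = no enzyme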
FAS-TE inh = FAS thioesterase (human) inhibition | inhibition, % at 15 µM | actives 0.67% (n = 360,000) | recombinant FAS-TE, OMFH fluorogenic substrate, fluorescence endpoint;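 active = compounds whose normalised, plate-corrected inhibition of enzyme fluorescence in the single-dose primary screen is 50% or more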;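 also: 0% = DMSO with enzyme and 100% = substrate without enzyme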
MsrA inhibitor = inhibitors of bovine MsrA; actives 0.75% (n = 360,000); inhibition, % at 15.5 µM; purified bovine MsrA, absorbance read-out; in the data active = inhibition above about 4.5%;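 also: 0% = vehicle wells with enzyme and 100% = reference inhibitor wells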
CSN deneddyl inh = blocks human CSN-mediated cullin deneddylation; Q92905; Purified CSN, SCF-Nedd8-OG deneddylation, fluorescence polarization; inhibition, % at 12.5 µM; actives 0.38% (n = 360,000); AID 651999;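 active = pattern-corrected inhibition above about 35%, with an unprinted fluorescence ratio check between 0.5 and 1.5, limit read from the data, passing the limit was not always enough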;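 also: 0% = enzyme with substrate and 100% = substrate without enzyme; some results filed as inactive read as strong as hits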
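Detection – fluorescence polarization · System – HEK293T-derived human Csn5 enzyme · Controls – substrate-only high control, full reaction low control · Timing – 90 min, room temperature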
PABP1 MLLE inh = blocks PAM2 peptide binding to the PABP1 MLLE domain; GST-MLLE / FITC-PAM2 fluorescence polarization; inhibition, % at 20 µM; AID 588489; actives 0.36% (n = 360,000); P11940; in the data active = inhibition above about 35%, passing the limit was not always enough;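 also: plate controls were DMSO wells with GST-MLLE for no effect and wells lacking GST-MLLE protein for full effect; some results filed as inactive read as strong as hits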
MT1-MMP act inh = inhibitors of human MT1-MMP activation. P50281. HT1080 RFP-PRO-GFP cells, GFP/RFP ratio fluorescence, overnight; percent of plate control window, DMSO zero. GFP/RFP ratio change, % at 20 µM. actives 0.061% (n = 360,000). AID 651647;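 active = GFP/RFP ratio change of at least 30% with cell ATP level not reduced by more than half and red fluorescence within 50% of control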; also: strong numbers were not always called active
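Test system: HT1080 RFP-PRO-GFP cells; Benchmarks: DMSO and RFP-L50D-GFP cell wells; Timing: cells overnight before dosing, compound overnight, 37 °C, 5% CO2; Compound: one 20 µM compound dose with 1% DMSO; Read-out: GFP/RFP fluorescence ratio.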
Rin1-Abl PPI inh = blocks binding of human Rin1 to Abl; AID 588664; TR-FRET Rin1/Abl binding, biochemical; inhibition, % at 7.35 µM; P00519+Q13671; actives 0.4% (n = 360,000); in the data active = inhibition above about 5%, passing the limit was not always enough
Target sequence (P00519 whole entry, looked up): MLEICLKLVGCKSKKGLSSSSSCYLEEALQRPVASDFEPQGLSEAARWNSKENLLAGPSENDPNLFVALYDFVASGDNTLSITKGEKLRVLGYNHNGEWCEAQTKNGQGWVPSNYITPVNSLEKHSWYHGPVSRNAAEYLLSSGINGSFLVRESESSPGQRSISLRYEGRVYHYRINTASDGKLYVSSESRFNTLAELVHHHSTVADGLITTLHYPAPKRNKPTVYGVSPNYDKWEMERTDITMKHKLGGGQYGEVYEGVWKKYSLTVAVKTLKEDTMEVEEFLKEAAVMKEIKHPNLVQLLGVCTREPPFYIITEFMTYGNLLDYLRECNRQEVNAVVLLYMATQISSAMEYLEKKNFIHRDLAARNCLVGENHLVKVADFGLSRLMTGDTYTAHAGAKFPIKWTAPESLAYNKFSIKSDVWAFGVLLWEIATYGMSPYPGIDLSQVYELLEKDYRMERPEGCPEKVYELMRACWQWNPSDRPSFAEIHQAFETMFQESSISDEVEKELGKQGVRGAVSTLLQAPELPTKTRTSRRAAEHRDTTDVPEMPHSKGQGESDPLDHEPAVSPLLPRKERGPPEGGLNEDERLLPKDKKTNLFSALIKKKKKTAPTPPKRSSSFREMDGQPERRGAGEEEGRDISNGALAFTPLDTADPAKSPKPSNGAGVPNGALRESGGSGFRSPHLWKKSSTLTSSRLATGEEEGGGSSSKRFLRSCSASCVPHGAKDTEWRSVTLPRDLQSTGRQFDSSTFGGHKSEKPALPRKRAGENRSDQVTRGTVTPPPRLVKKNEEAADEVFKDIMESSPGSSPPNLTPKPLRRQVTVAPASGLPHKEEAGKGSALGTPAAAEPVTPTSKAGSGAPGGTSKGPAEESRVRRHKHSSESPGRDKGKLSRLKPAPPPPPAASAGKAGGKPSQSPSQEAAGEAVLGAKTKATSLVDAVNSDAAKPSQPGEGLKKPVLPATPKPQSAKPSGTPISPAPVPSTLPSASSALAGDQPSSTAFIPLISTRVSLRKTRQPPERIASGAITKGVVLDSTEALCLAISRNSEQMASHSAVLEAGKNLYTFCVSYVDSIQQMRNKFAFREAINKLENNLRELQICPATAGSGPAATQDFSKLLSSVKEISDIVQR
Target sequence (Q13671 whole entry, looked up): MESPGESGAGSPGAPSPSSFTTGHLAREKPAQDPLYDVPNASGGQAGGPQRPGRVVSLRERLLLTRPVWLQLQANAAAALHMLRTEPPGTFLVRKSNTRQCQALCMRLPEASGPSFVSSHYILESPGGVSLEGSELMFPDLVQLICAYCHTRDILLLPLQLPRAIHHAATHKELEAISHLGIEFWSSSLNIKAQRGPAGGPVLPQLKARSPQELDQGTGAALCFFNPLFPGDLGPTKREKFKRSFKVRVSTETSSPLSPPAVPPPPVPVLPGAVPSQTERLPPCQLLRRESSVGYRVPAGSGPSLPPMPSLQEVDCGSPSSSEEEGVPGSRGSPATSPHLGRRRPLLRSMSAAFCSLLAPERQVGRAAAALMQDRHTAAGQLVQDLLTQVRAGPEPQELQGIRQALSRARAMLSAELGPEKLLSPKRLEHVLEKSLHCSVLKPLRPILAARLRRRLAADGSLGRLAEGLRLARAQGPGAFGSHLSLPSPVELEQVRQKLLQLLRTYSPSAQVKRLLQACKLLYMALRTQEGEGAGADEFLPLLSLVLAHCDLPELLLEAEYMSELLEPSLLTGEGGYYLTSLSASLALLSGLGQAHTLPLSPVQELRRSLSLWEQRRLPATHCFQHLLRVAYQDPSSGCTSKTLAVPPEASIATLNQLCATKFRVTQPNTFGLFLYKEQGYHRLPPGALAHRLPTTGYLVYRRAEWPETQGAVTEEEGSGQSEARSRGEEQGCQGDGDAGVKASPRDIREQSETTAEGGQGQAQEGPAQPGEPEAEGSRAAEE
bovine MsrA act = activates bovine MsrA enzyme; actives 0.3% (n = 360,000); AID 602163; purified bovine MsrA, absorbance read-out; activation, % at 10.6 µM; in the data active = activation above about 7.5%;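 also: 0% = vehicle and 100% = reference activator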
The depositor's hits bear a star; i = inactive; . = no result given. An unsorted share of the library; about 3.7% have a hit in one of these screens.

Letters – A = Rpn11 block; B = eLon inh; C = FAS-TE inh; D = MsrA inhibitor; E = CSN deneddyl inh; F = PABP1 MLLE inh; G = MT1-MMP act inh; H = Rin1-Abl PPI inh; I = bovine MsrA act
CC(C)(C)OC(=O)N1Cc2ccccc2C[C@H]1C(=O)NCC(=O)Nc1ccc2c(c1)OCCO2
  A: i | B: 2 | C: -5 | D: -0.2 | E: 0 | F: -3 | G: 1 | H: -1 | I: -3

COc1ccc(C2CCCCC2SCC(=O)O)cc1OC (configuration not stated)
  A: i | B: -1 | C: -2 | D: -0.7 | E: -3 | F: -6 | G: 5 | H: 1 | I: 0

CN(C[C@H](CC1CCCCC1)N(C[C@H](Cc1ccccc1)N(CCc1ccccc1)N=O)N=O)N=O
  A: i | B: -10 | C: 21 | D: -0.3 | E: -2 | F: -10 | G: -2 | H: 3 | I: -1

CCOC(=O)CCNC(=O)N1CCCC(CNS(=O)(=O)Cc2ccccc2)C1 (configuration not stated)
  A: i | B: -3 | C: -6 | D: 0.1 | E: 1 | F: -4 | G: 0 | H: -2 | I: -4

COc1cc2c(cc1OC)CN(C(=O)CSc1n[nH]c(N)n1)CC2
  A: i | B: 5 | C: -6 | D: -0.4 | E: 5 | F: 14 | G: -2 | H: 0 | I: -1

O=C(CCc1ccccc1)Nc1ncc([N+](=O)[O-])s1
  A: i | B: 1 | C: 6 | D: 1.7 | E: -5 | F: 16 | G: -2 | H: -3 | I: -2

CCOC(=O)C1CCCN(C(=O)c2cn(-c3ccccc3)nc2-c2cccnc2)C1 (configuration not stated)
  A: i | B: -16 | C: 0 | D: -0.9 | E: 4 | F: -4 | G: -2 | H: -1 | I: -2

CCOC(=O)N1CCN(c2c(NCCN3CCCCC3CC)c(=O)c2=O)CC1 (configuration not stated)
  A: i | B: -7 | C: -9 | D: -1.1 | E: 5 | F: -11 | G: 5 | H: 1 | I: -5

C=C(C)Cn1c(NCCOC)nc2c1c(=O)[nH]c(=O)n2C
  A: i | B: 6 | C: -2 | D: 0.8 | E: -1 | F: -6 | G: 0 | H: 0 | I: -1

CC1CCN(Cc2nnnn2CCCC(=O)NC(c2ccccn2)C(F)(F)F)CC1 (configuration not stated)
  A: i | B: 4 | C: -2 | D: -1.0 | E: 2 | F: 5 | G: 0 | H: -3 | I: -3

CN(C)c1ccc(-c2noc(C3CCN(C(=O)Nc4ccc(Cl)cc4)CC3)n2)cc1
  A: i | B: -8 | C: 24 | D: 0.7 | E: -1 | F: -7 | G: -4 | H: -4 | I: -9

CC(C)CC(NS(=O)(=O)c1ccc2c(c1)oc(=O)n2C)C(=O)N1CC=C(c2ccccc2)CC1 (configuration not stated)
  A: i | B: -3 | C: 13 | D: 1.7 | E: -2 | F: -6 | G: -3 | H: -1 | I: 1

COc1ccc(NC2CCCN(C(=O)c3csc(C(C)C)n3)C2)cc1OC (configuration not stated)
  A: i | B: -4 | C: -2 | D: 0.5 | E: -1 | F: 20 | G: 5 | H: -1 | I: -3

CCOc1ccc(NC(=O)CN(C)C(=O)c2cc(-c3cccs3)nn2-c2ccccc2)cc1OCC
  A: i | B: -15 | C: -7 | D: -1.3 | E: 2 | F: -7 | G: 3 | H: 2 | I: -1

CN(Cc1cccnc1)Cc1c(C(=O)N2CCc3ccccc3C2)nc2ccc(Cl)cn12
  A: i | B: 7 | C: -2 | D: -0.7 | E: -3 | F: 13 | G: -2 | H: -2 | I: -2

COc1cccc(CN(CC2CCCO2)C(=O)c2cc3ccccc3oc2=O)c1 (configuration not stated)
  A: i | B: -9 | C: 2 | D: 1.7 | E: 2 | F: -5 | G: 2 | H: 2 | I: -7

COc1cc(NS(=O)(=O)c2ccc(N)cc2)nc(OC)n1
  A: i | B: -1 | C: 0 | D: 3.1 | E: -1 | F: -16 | G: 2 | H: -1 | I: -2

O=C(/C=C/c1ccc([N+](=O)[O-])cc1)NNC(=O)C1CC1
  A: i | B: -5 | C: 11 | D: 3.9 | E: 0 | F: 9 | G: 3 | H: -4 | I: -4

N#CC(=C(O)COC(=O)c1ccc2c(c1)OCCO2)c1nc2ccccc2[nH]1
  A: i | B: -28 | C: -2 | D: 0.5 | E: 1 | F: -32 | G: -9 | H: 4 | I: -10

CCOc1ccc(S(=O)(=O)N(C)CC(=O)NC2CC2)cc1
  A: i | B: 5 | C: -5 | D: -0.5 | E: 1 | F: -7 | G: -1 | H: -4 | I: -3

Cc1[nH]n(-c2ccccc2)c(=O)c1C=Nc1cccc(F)c1
  A: i | B: 0 | C: 8 | D: 1.1 | E: 3 | F: 7 | G: 1 | H: 0 | I: -4

S=C(NCc1ccco1)NCc1ccccc1Cl
  A: i | B: -13 | C: 2 | D: 0.6 | E: 6 | F: -44 | G: -4 | H: 1 | I: -3

Cc1cccc(Nc2nc(-c3c(C)nc4ccccn34)cs2)c1
  A: i | B: -7 | C: 4 | D: -0.2 | E: 4 | F: -14 | G: -10 | H: 2 | I: -3

COC(=O)C1CCN(c2cc(=O)n(Cc3ccc(F)cc3)c(=O)[nH]2)CC1
  A: i | B: -3 | C: -9 | D: -0.6 | E: 2 | F: -7 | G: 2 | H: -1 | I: -13

CCN(CCCNC(=O)C1CCN(S(=O)(=O)c2cccc3nonc23)CC1)Cc1ccccc1
  A: i | B: 4 | C: 0 | D: 2.7 | E: -3 | F: -6 | G: -1 | H: 0 | I: -5

O=C(CSc1nnc(COc2ccc(Cl)cc2)o1)N1CCCCC1
  A: i | B: -8 | C: 1 | D: 1.2 | E: 3 | F: -1 | G: 1 | H: 0 | I: -1

COc1cc(C2C(C#N)=C(N)N(c3ccc(F)cc3)C3=C2S(=O)(=O)CC3)ccc1O (configuration not stated)
  A: i | B: -38 | C: -6 | D: 4.0 | E: 13 | F: -73 | G: 17 | H: 2 | I: -3

CC1CCc2nn(CC(=O)NCCCN3CCOCC3)cc2C1 (configuration not stated)
  A: i | B: -5 | C: -4 | D: 0.1 | E: 2 | F: -16 | G: 4 | H: 1 | I: -1

N#CC1=C(N)SC(N)=C(C#N)C1c1ccnc2ccccc12
  A: . | B: -203 | C: -32 | D: 3.2 | E: 45* | F: -71 | G: -35 | H: -4 | I: -13

O=c1[nH]c2ccc(NS(=O)(=O)c3ccc([N+](=O)[O-])cc3)cc2[nH]1
  A: i | B: -4 | C: -1 | D: 0.3 | E: -16 | F: 1 | G: 4 | H: -1 | I: -1

O=C(Cn1cc(C(F)(F)F)ccc1=O)N/N=C/c1ccc(O)cc1
  A: i | B: 2 | C: -3 | D: 0.5 | E: -1 | F: 14 | G: 0 | H: 2 | I: 1

Cc1cccc(NC(=S)N(C)C2CCCCC2)c1
  A: i | B: 6 | C: 0 | D: 1.0 | E: -6 | F: -116 | G: 4 | H: -1 | I: -8

O=C(Nc1ccc2c(c1)CCC2)c1c(F)cccc1Cl
  A: i | B: 3 | C: 2 | D: -0.4 | E: -5 | F: 2 | G: -1 | H: 0 | I: -3

CCCCCCCCCCCCCC(=O)O
  A: i | B: 3 | C: 15 | D: 0.2 | E: 3 | F: 4 | G: -1 | H: 4 | I: -3

O=C(Nc1ccccc1)c1sc(N2CCOCC2)nc1-c1ccccc1
  A: i | B: -12 | C: -2 | D: 2.0 | E: 4 | F: -2 | G: -1 | H: -2 | I: -1

COc1ccc(NC(=O)CN(C)C(=O)c2n[nH]c3ccccc23)cc1
  A: i | B: 2 | C: -10 | D: -0.9 | E: -1 | F: 8 | G: 9 | H: 0 | I: -3

CC(=O)Oc1cccc(N2C(=O)c3ccc(C(=O)O)cc3C2=O)c1
  A: i | B: 7 | C: -7 | D: -1.4 | E: -2 | F: -5 | G: 0 | H: 1 | I: 0

CCOc1ccccc1-c1nc(CN2CCCN(C(=O)c3ccco3)CC2)c(C)o1
  A: i | B: -12 | C: -2 | D: -0.3 | E: 3 | F: -3 | G: -3 | H: -2 | I: -1

CCOC(=O)C1CCCN(S(=O)(=O)c2cc3[nH]c(=O)c(=O)[nH]c3cc2C)C1 (configuration not stated)
  A: i | B: 4 | C: 0 | D: 1.9 | E: -6 | F: 12 | G: 3 | H: 0 | I: -1

CCN(CC)CCNC(=O)C1CCN(S(=O)(=O)N2CCCCC2)CC1
  A: i | B: -3 | C: -7 | D: 0.1 | E: 5 | F: -1 | G: 0 | H: -4 | I: -2

C/C(=N\Nc1ccc(C(=O)O)cc1)c1ccc(S(=O)(=O)NCc2ccco2)cc1
  A: i | B: 12 | C: 0 | D: 4.5 | E: -3 | F: 7 | G: 4 | H: 0 | I: -5

CN(C)C(=O)c1ccc(NC(=O)COC(=O)c2cc(S(=O)(=O)N(C)C)ccc2N2CCCC2)cc1
  A: i | B: -4 | C: -4 | D: 1.1 | E: 3 | F: -9 | G: 0 | H: -2 | I: -6

O=C(Cc1cccs1)N(Cc1ccco1)C1(C(=O)NC2CCCC2)CCCCC1
  A: i | B: -4 | C: -2 | D: -0.9 | E: 3 | F: 4 | G: 0 | H: -8 | I: -4

CC(C)C1Nc2ccc(C(=O)N3CCN(c4ccccn4)CC3)cc2NC1=O (configuration not stated)
  A: i | B: 3 | C: -5 | D: 0.1 | E: -2 | F: -3 | G: 1 | H: 1 | I: -1

O=C(CSc1ccc(Cl)cc1)c1ccco1
  A: i | B: -13 | C: 5 | D: . | E: 28 | F: 32 | G: -2 | H: 1 | I: -5

Clc1ccccc1OCCCCN1CCCCC1
  A: i | B: -7 | C: -10 | D: 1.0 | E: 1 | F: -2 | G: -1 | H: 0 | I: -10

O=C1OC(/C(=C\Nc2ccc(F)cc2F)[N+](=O)[O-])c2ccccc21 (configuration not stated)
  A: i | B: -6 | C: -3 | D: 0.1 | E: -2 | F: -4 | G: -6 | H: -1 | I: -7

COc1ccc(CCN=C(N)NS(=O)(=O)c2ccc(F)cc2)cc1OC
  A: i | B: -4 | C: -4 | D: 0.6 | E: -3 | F: 2 | G: 4 | H: 0 | I: -2

CCN(c1ccccc1)S(=O)(=O)c1ccc(NC(=O)c2nc(S(C)(=O)=O)ncc2Cl)cc1
  A: i | B: 7 | C: 58* | D: . | E: 0 | F: 20 | G: -6 | H: 0 | I: -3

O=C(NNC(=O)c1cccc([N+](=O)[O-])c1)c1ccncc1
  A: i | B: 1 | C: -2 | D: 1.3 | E: -2 | F: 0 | G: 1 | H: -2 | I: -3

N#C/C(=C(/O)CN1CCOCC1)c1nc(-c2ccccc2)cs1
  A: i | B: -1 | C: -8 | D: 0.9 | E: 11 | F: 4 | G: -7 | H: -1 | I: -4

CCc1noc(C)c1C(=O)OCC(=O)Nc1ccc2c(c1)OCO2
  A: i | B: -11 | C: 2 | D: 0.1 | E: -2 | F: -3 | G: -1 | H: -1 | I: 3

O=C(Nc1ccccc1)/C(=C/c1ccccc1)NC(=O)c1ccco1
  A: i | B: -3 | C: -2 | D: -0.9 | E: 1 | F: 19 | G: 3 | H: -2 | I: -5

Another view of part of the listing above:
Results follow in this order: Rpn11 block	eLon inh	FAS-TE inh	MsrA inhibitor	CSN deneddyl inh	PABP1 MLLE inh	MT1-MMP act inh	Rin1-Abl PPI inh	bovine MsrA act
O=C(CSc1ccc(Cl)cc1)c1ccco1
→ i	-13	5	.	28	32	-2	1	-5
Clc1ccccc1OCCCCN1CCCCC1
→ i	-7	-10	1.0	1	-2	-1	0	-10
O=C1OC(/C(=C\Nc2ccc(F)cc2F)[N+](=O)[O-])c2ccccc21 (configuration not stated)
→ i	-6	-3	0.1	-2	-4	-6	-1	-7
